# SENP6 block – inhibitors of human SENP6 protease. Recombinant SENP6 catalytic domain, aminoluciferin luminescence. AID 2599. inhibition, % at 10 µM. hit rate 1.8% among 330,000;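 active means inhibition above about 50% at the single tested dose, limit read from the data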;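 further: plate controls were DMSO wells with enzyme for no effect and DMSO wells lacking enzyme for full effect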
# Target sequence (Q9GZR1 628-1112 limits assumed): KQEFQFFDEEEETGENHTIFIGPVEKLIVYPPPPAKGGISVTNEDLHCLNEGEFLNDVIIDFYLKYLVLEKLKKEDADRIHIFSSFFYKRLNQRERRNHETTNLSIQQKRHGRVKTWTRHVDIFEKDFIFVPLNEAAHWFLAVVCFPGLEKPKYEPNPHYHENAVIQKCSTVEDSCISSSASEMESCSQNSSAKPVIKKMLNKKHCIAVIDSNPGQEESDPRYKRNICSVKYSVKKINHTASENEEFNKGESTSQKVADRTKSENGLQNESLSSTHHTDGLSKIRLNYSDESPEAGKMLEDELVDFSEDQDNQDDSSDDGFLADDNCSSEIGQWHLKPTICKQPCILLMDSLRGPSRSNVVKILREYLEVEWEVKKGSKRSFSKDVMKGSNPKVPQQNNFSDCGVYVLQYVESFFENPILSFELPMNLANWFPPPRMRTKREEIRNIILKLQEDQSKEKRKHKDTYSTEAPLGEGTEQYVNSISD
# HKDC1 inh – blocks human hexokinase HKDC1 activity | Q2TB90 | recombinant HKDC1, G6PDH/diaphorase resazurin coupled fluorescence | inhibition, % at 20 µM | hit rate 0.16% among 340,000;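 active means inhibition above about 35% when tested at 20 µM, limit read from the data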;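 further: plate controls were DMSO wells with enzyme for no effect and DMSO wells lacking enzyme for full effect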
#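 Material: recombinant HKDC1 hexokinase; Amount: HKDC1 at 5 µg/mL; Medium: Tris pH 8.0 buffer with MgCl2, Tween-20, BSA, BME; Schedule: 90 min reaction incubation at room temperature, dark; Technique: coupled resazurin fluorescence, excitation 525 nm, emission 613 nm.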
# NLRP3 yeast inh – inhibitors of NALP3 inflammasome in yeast | inhibition, % at 10 µM | Yeast reconstituted NLRP3/ASC/caspase-1, beta-gal luminescence, 24 h | hit rate 0.39% among 330,000 | AID 2825;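 active means inhibition of 50% or more; inactive means inhibition below 50%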;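 further: plate controls were induced DMSO wells for no effect and uninduced yeast grown without galactose for full effect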
# SENP8 block-1 – inhibitors of human SENP8 protease; AID 602440; hit rate 0.64% among 360,000; inhibition, % at 20 µM; recombinant SENP8, Nedd8 substrate fluorescence; Q96LD8; in the data active means inhibition mostly above about 40%, no sharp cut-off; inactive means mostly below about 27%
# Apaf-1 inh – human Apaf-1 inhibition. inhibition, % at 20 µM. hit rate 0.71% among 330,000. reconstituted apoptosome caspase-3 activity, DEVD-Rh110 fluorescence. O14727; active means inhibition of at least 40% at 20 µM;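 further: plate controls were DMSO wells for no effect and DEVD-CHO caspase inhibitor wells for full effect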
#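 Material: cell-free apoptosome with Apaf-1, procaspase-3 and caspase-9; Buffer or medium: Hepes pH 7.5 with detergent and BSA; Reagent: cytochrome c trigger plus (Z-DEVD)2-Rh110 caspase-3 substrate; Times: compound with Apaf-1, dATP, procaspase-3 30 min, then 50 min reaction, room temperature; Technique: Rh110 fluorescence intensity.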
# SENP7 inh – inhibitors of human SENP7 protease; inhibition, % at 5 µM; recombinant SENP7, Z-RLRGG-aminoluciferin luminescence, 40 min; hit rate 1.5% among 330,000; Q9BQF6;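 active means inhibition above about 50% at the single test dose, limit read from the data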;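 further: plate controls were DMSO with enzyme for no effect and no enzyme buffer wells for full effect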
# Target sequence (Q9BQF6 706-1050 limits assumed): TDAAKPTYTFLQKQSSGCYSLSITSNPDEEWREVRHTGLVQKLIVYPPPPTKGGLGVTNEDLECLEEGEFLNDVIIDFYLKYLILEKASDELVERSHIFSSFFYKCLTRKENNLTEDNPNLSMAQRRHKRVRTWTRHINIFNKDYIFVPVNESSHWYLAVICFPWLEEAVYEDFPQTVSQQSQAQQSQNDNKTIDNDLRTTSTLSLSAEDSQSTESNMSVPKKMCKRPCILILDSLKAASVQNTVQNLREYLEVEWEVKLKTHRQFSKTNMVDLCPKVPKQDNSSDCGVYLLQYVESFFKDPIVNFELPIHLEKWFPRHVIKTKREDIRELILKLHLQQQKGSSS
# SENP8 block-2 – SENP8 protease inhibition | Q96LD8 | purified SENP8, Z-RLRGG-aminoluciferin cleavage, luminescence | inhibition, % at 10 µM | hit rate 1.2% among 330,000 | AID 2540; in the data active means inhibition above about 50%
# SENP1 inh – blocks the human SENP1 SUMO protease catalytic domain; recombinant SENP1 catalytic domain, CyPet-SUMO1-YPet FRET cleavage; inhibition, % at 10 µM; hit rate 0.21% among 360,000; Q9P0U3;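 active means inhibition at least 30% at 10 µM, raw YFP signal under a set limit, fluorescence ratio 0.5 to 1.5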;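 further: 0% = enzyme with DMSO and 100% = no enzyme wells; some results filed as inactive read as strong as hits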
# Target sequence (Q9P0U3 419-644 limits assumed): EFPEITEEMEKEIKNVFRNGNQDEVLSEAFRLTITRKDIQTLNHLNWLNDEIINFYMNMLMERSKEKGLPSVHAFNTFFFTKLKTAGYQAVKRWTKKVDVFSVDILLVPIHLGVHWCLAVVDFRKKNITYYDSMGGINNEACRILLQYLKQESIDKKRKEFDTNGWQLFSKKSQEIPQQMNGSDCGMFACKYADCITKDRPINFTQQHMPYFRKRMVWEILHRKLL
#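 Material: hSENP1 catalytic domain, recombinant; medium: Tris pH 8 with BME, BSA, NP40 and catalase; compound: single concentration of 10 µM compound, 0.5% DMSO final; technique: FRET read of cyan and yellow fluorescence; timing: 50 min enzyme reaction, room temperature, light-protected; reagent: SFCypet-SUMO1-SFYpet substrate at 25 nM; control set: no-enzyme low, enzyme-DMSO high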
# PfG6PD inh – PfG6PD (Plasmodium falciparum) enzyme inhibition; hit rate 0.78% among 350,000; inhibition, % at 20 µM; PfGluPho enzyme, NADPH resazurin-diaphorase fluorescence;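 active means inhibition reaching at least a set limit at 20 µM in the primary screen, cut at about 59% in these data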;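 further: 0% = DMSO wells with substrate and 100% = DMSO wells lacking glucose-6-phosphate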
# An asterisk follows results filed as active; . = not tested or not shown.
SMILES,SENP6 block,HKDC1 inh,NLRP3 yeast inh,SENP8 block-1,Apaf-1 inh,SENP7 inh,SENP8 block-2,SENP1 inh,PfG6PD inh
CN(CC(=O)OCC(=O)Nc1ccccc1)S(=O)(=O)c1ccc(Cl)cc1,-11.6,-3.9,27.4,24.3,4.3,3.5,0.7,-0.1,8.3
CC(=O)OCc1c(C(F)(F)F)nn(C)c1Sc1ccccc1,-14.2,-1.3,4.9,3.5,5.5,-3.8,-8.4,-0.5,-4.1
Cc1cc(N)n(-c2ccc(Cl)cc2)n1,11.6,-5.1,18.0,8.9,-2.3,4.5,-5.9,0.9,10.5
Cc1ccc(C)c(S(=O)(=O)N2CCCC2CNC(=O)C(=O)NCc2ccccn2)c1 (stereo unspecified),-14.6,-0.5,7.6,17.2,-7.0,-7.0,-8.5,1.4,-20.1
O=C(CSc1nnc(NC(=O)c2ccco2)s1)Nc1ccc2c(c1)OCCO2,-27.0,-2.5,12.4,-26.8,-1.2,12.3,2.4,3.0,-42.1
COc1cc(C)c(Cl)cc1S(=O)(=O)n1cnc2ccccc21,-3.7,-3.0,0.5,7.5,-4.7,-10.7,-4.5,3.1,-21.9
CC(=C/C(=O)O)/C=C/c1cccs1,-5.8,-0.5,30.4,21.6,9.2,3.4,-5.8,-0.3,-23.1
Cc1ccccc1N(C(=O)CNC(=O)c1cccs1)C(C(=O)NC1CCCC1)c1ccncc1 (stereo unspecified),-17.9,-4.8,10.9,2.7,-2.7,5.1,2.0,2.1,1.8
Cc1cccc(NC(=O)NCC2CC2)c1,.,-3.5,.,23.6,.,.,.,4.6,3.5
CC(C)[C@H](NC(=O)c1cccc(CN(Cc2ccccc2)C(=O)/C=C/c2ccccc2)c1)C(=O)O,-11.7,-0.6,13.1,-1.7,0.7,8.0,1.2,2.0,10.6
CC(C)N(C#N)c1nc(N2CCOCC2)nc(N2CCOCC2)n1,-2.7,-3.0,6.2,20.7,6.0,-2.9,2.6,0.5,7.3
CCc1sc(C(=O)Nc2nccs2)cc1C,80.0*,-0.8,53.1*,-7.5,6.8,79.9*,67.5*,1.8,15.4
O=c1cc(N2CCN(c3ccccc3F)CC2)[nH]c(=O)n1-c1ccc(Br)cc1,-4.0,-4.0,4.1,15.7,7.1,0.3,27.1,-0.6,-19.4
O=[N+]([O-])c1ccc(Cc2ccncc2)cc1,-3.2,-2.9,5.1,6.5,27.4,3.3,6.7,1.0,-19.2
CCOC(=O)C1CCCN(C(=O)CSc2nccn2C)C1 (stereo unspecified),-8.2,-0.6,3.3,2.1,-1.4,6.0,3.2,1.6,-8.1
CCc1ccc(NC(=O)c2ccc(F)c(S(=O)(=O)NCC3COc4ccccc4O3)c2)cc1 (stereo unspecified),-20.4,1.8,3.6,-0.9,10.0,-10.3,-14.2,-0.1,15.9
CCCCNC(=O)c1ccc(SCC(=O)N(CC)CC)c([N+](=O)[O-])c1,-0.5,1.4,-6.6,8.6,-2.0,-9.2,2.1,-0.2,-15.3
CC(C)(C)[C@@H]1CCC(=O)N(CC[C@H](N=[N+]=[N-])c2ccccc2)CC1,-11.0,3.5,6.9,9.8,24.8,-11.1,-18.8,-2.6,16.1
CC#CCN1C(=O)N[C@@H](c2ccccc2)C(C(=O)OC)=C1C,-18.0,-2.4,6.8,12.0,4.3,-6.9,1.2,0.0,2.4
O=C(COC(=O)CCSc1ccccc1)NCc1ccc(F)cc1,-10.8,-2.7,-11.3,5.8,2.6,-6.6,-10.7,5.3,11.2
COC(=O)c1c(C)[nH]c(C(=O)C(C)OC(=O)c2ccco2)c1C (stereo unspecified),-6.9,-5.2,13.3,16.5,-1.4,-11.5,-2.4,-0.3,13.7
CCC(=O)NCCSc1c[nH]c2ccccc12,-20.3,-7.4,20.6,15.4,14.9,-11.1,-3.1,-0.3,11.6
CC1(C)CC(=O)C=C(NNC(=O)c2ccc(N)cc2)C1,0.0,5.6,5.1,-18.4,-8.9,-1.0,0.2,-11.7,-2.2
Cn1c(=O)c(=O)n(C)c2cc(S(=O)(=O)Nc3ccc4c(c3)OCCO4)ccc21,-8.9,12.5,13.4,12.0,4.7,-8.3,-7.3,-0.2,5.3
CC(=O)N1C(C)(C)CC(=NOC(=O)c2ccc(C)cc2)CC1(C)C,-46.6,12.5,19.9,13.7,10.9,-7.3,-10.6,3.7,6.1
COc1ccccc1C(=O)NCCC(=O)N(C)CC(=O)Nc1c(Cl)cccc1Cl,-13.0,-5.3,3.2,6.6,8.5,-14.0,-17.5,2.0,-7.5
CCOC(=O)c1cccnc1SCC(=O)NC(C)CC (stereo unspecified),-3.8,0.8,-4.0,10.4,-3.6,3.5,-4.7,3.0,-12.7
CC(C)Sc1sc(C(=O)O)c(-c2ccc(Cl)cc2)c1C#N,1.4,1.7,9.7,1.5,-8.0,6.5,4.7,2.4,-30.7
O=C(CS(=O)(=O)c1ccccc1)Nc1ccccc1Br,.,-4.7,.,6.8,.,.,.,-0.6,4.3
COc1ccc(S(=O)(=O)N2CCCC(C(=O)NCCC(C)C)C2)cc1 (stereo unspecified),-4.0,-4.6,13.1,14.9,-0.7,-0.6,-7.9,2.0,-3.1

# Among those listed so far, these have a nitro group on carbon.
SMILES,SENP6 block,HKDC1 inh,NLRP3 yeast inh,SENP8 block-1,Apaf-1 inh,SENP7 inh,SENP8 block-2,SENP1 inh,PfG6PD inh
O=[N+]([O-])c1ccc(Cc2ccncc2)cc1,-3.2,-2.9,5.1,6.5,27.4,3.3,6.7,1.0,-19.2
CCCCNC(=O)c1ccc(SCC(=O)N(CC)CC)c([N+](=O)[O-])c1,-0.5,1.4,-6.6,8.6,-2.0,-9.2,2.1,-0.2,-15.3

# Next section.
SMILES,SENP6 block,HKDC1 inh,NLRP3 yeast inh,SENP8 block-1,Apaf-1 inh,SENP7 inh,SENP8 block-2,SENP1 inh,PfG6PD inh
O=C(CN1C(=O)NC2(CCCc3ccccc32)C1=O)N1CCN(c2cccc(C(F)(F)F)c2)CC1 (stereo unspecified),1.0,1.3,-19.9,-5.8,-5.9,1.8,-2.6,-1.3,-0.5
Cc1ccc(C)c(CS(=O)(=O)c2cn(CC(=O)N3CCC(C)CC3)c3ccccc23)c1,-2.3,2.6,13.0,5.5,18.7,-10.1,-8.5,-1.1,16.1
Cc1cccc(CCNC(=O)CCc2c(C)nc3ncnn3c2C)c1,2.5,-2.8,2.3,31.7,-7.0,4.6,3.0,2.5,2.0
CC(C)CC(=O)NCCCCc1ccccc1,-1.7,-8.8,32.8,19.1,-2.1,3.1,-5.4,-2.1,-0.9
Cc1cc(NC(=O)c2ccc3c(c2)OCCO3)ccc1NC(=O)c1cc2ccccc2o1,-6.6,2.5,-20.6,-3.5,-8.9,-10.7,-5.7,1.4,33.3
Cc1ccc(Cl)cc1N(CC(=O)Nc1cccc(N(C)S(C)(=O)=O)c1)S(C)(=O)=O,-17.0,-11.0,20.9,6.9,0.7,5.1,-4.6,1.5,-11.1
Nn1c(Cc2cccc3ccccc23)nnc1SCc1ccc(Cl)c(Cl)c1,.,-5.7,.,5.2,.,.,.,1.5,5.8
O=C(c1cc(C(=O)N2CCCC2)cc([N+](=O)[O-])c1)N1CCCC1,-18.8,2.9,10.3,17.2,1.5,-4.0,-3.5,0.0,-10.1
O=[N+]([O-])c1ccccc1S(=O)(=O)Nc1cccc(S(=O)(=O)N2CCCC2)c1,-8.8,0.0,6.7,9.8,0.7,11.2,1.1,0.1,-28.3
O=C(O)c1nn(CCSc2ccccc2F)c(=O)c2ccccc12,-4.7,-0.3,6.7,17.1,-8.3,1.7,-7.6,1.8,17.5
CCc1cccc2c(C(=O)COC(=O)c3cccc(S(=O)(=O)N(C)C4CCCCC4)c3)c[nH]c12,9.2,-13.1,-43.5,6.7,11.0,0.8,0.9,-0.1,-3.5
CC(C)OCCCNC(=O)Cn1ccc2cc(S(=O)(=O)N3CCCCCC3)ccc21,-3.4,5.8,4.9,10.1,-6.9,16.9,-7.9,-0.8,-7.5
N#CCCN(C(=O)c1cc2c(s1)-c1ccccc1S(=O)(=O)C2)c1ccccc1,9.4,-0.4,1.3,6.1,-0.7,-12.0,-11.1,1.6,1.0
Cc1ccc(NC(=O)CCn2nc(C)cc2C)cc1,-1.0,-3.8,13.7,14.4,5.0,-4.9,-8.0,-0.3,-24.8
Cc1ccc2nc(N3CCN(C(=O)CCCC(=O)O)CC3)nc(-c3ccccc3)c2c1,-30.1,5.2,4.8,-291.3,1.7,-4.8,2.4,-20.7,-10.9
C/C(=N\Nc1nncc2ccccc12)c1cccc(OC(F)F)c1,97.4*,2.1,30.4,26.2,-2.4,100.5*,89.3*,2.4,-7.6
O=C(CNC(=S)N(Cc1ccccc1F)C1CCCCC1)NCC1CCCO1 (stereo unspecified),9.6,0.2,11.8,11.5,13.2,6.3,-2.4,0.6,-2.1
CCOc1ccc(C(=O)Nc2cccc(-c3ccc4nncn4n3)c2)cc1,5.7,-2.0,-4.7,-30.0,-11.7,-7.4,-9.4,-1.2,5.7
CCc1cc(-c2[nH]ncc2-c2nc3ccccc3n2C)c(O)cc1O,-1.2,-1.3,-1.3,-99.1,7.1,-0.6,-6.1,0.3,28.2
CCN1CCN(c2ncnc3c2sc2nc(N4CCOCC4)c4c(c23)CCC4)CC1,.,-3.4,.,-11.2,.,.,.,-1.2,-12.8
NC(=S)N1OC[C@@H]2COc3ccc4ccccc4c3[C@@H]21,0.9,-1.1,13.0,-7.0,2.1,5.4,-7.4,1.7,2.7
N/C(=N\OC(=O)c1ccccc1Cl)c1ccc(Cl)cc1,85.2*,0.5,14.3,19.7,0.8,83.9*,69.5*,1.9,14.5
O=C(NCCN1CCOCC1)c1cc2c(=O)n3ccccc3nc2n1Cc1ccccc1,8.8,16.4,-4.1,-294.0,1.5,3.7,9.8,-22.4,18.3
O=C(CS(=O)(=O)Cc1ccccc1)NCc1ccco1,2.7,1.6,-2.3,-0.8,1.4,10.6,5.4,-6.1,10.4
CCN(CC)CCN(C(=O)c1ccc(S(=O)(=O)N(C)C2CCCCC2)cc1)c1nc2ccc(OC)cc2s1,-7.8,0.4,19.4,5.9,9.2,-9.3,6.9,2.4,6.5
CCOc1ccc(NC(=O)CN(C)C(=O)Cn2c(=O)cnc3ccccc32)cc1OCC,-1.9,-2.0,2.2,9.2,-0.8,5.0,1.3,-0.2,-1.2
C/C(CC(=O)NC(C)C)=N\NC(=O)C(c1ccccc1)c1ccccc1,-7.8,-11.6,14.3,14.2,-1.2,4.1,-2.5,1.9,4.8
O=C(O)[C@H]1CCC(=O)N1Cc1ccco1,6.5,-5.6,22.9,13.2,3.8,5.3,-0.6,1.2,-3.6
CN1CCN(C(=S)Nc2cccc(C(F)(F)F)c2)CC1,-2.8,-5.0,11.5,17.0,1.6,9.1,-5.8,-1.2,42.1
CCCOC(=O)c1c(NC(=O)C2C3C=CC(C3)C2C(=O)O)sc2c1CCC(C)C2 (stereo unspecified),3.4,0.9,9.7,-223.1,14.1,4.4,5.2,-1.9,43.4

# The order is random; overall some 4.1% were active at least once.
